Screening results: PubChem BioAssay, National Center for Advancing Translational Sciences (NCATS)
S2 tox: viability counter-screen for ATXN expression inhibitors | Potency, µM (titrated, usually from 56.7 µM), most hits filed as cytotoxic | S2 cells (HEK-293 line with an ATXN2-luciferase reporter) viability, CellTiter-Fluor protease fluorescence, 24 h | AID 651635 | 0.49% of 400,000 active; note: potency is the fitted concentration of half-maximal effect; nearly all actives have a fitted effect of over 40% in size
HepG2 tox: kills HepG2 cells in TGF-b inhibitor counter-screen | HepG2 CAGA-GFP viability, ATP luminescence, 18 h | Potency, µM (series often up to 46.1 µM), without a hit: top-dose activity change, negative = cytotoxicity, most hits filed as cytotoxic | 0.76% of 410,000 active | AID 588856; note: potency is the fitted concentration of half-maximal effect; some results filed as inactive show a strong effect at the top dose
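HepG2 CAGA-GFP cells (1000/well, DMEM with 1% FBS) received compound, then TGF-beta at 500 pg/mL final, and were incubated 18 hours at 37 degrees C. Viability was read by CellTiter-Glo luminescence. Media-only wells were set as complete cell-killing and DMSO as no toxicity.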
Akt phos inh: blocks phosphorylation of Akt; Neuro2A IGF-stimulated pAkt S473 HTRF, 20 min; stronger effect = lower value; activity change, % for hits at 50 µM; 0.32% of 360,000 active; AID 651550; in the data active = activity change below about -80%; inconclusive = mostly about -51% to -80%; note: % is set by controls: 0 for no effect and ±100 for the full control effect
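Single-point screen (50 µM final compound) in Neuro2A cells stimulated 20 min with 6 nM IGF at 37 deg C. After lysis, Ser473-phosphorylated Akt read by HTRF (ex 330 nm, em 615/665 nm) as the 665/615 ratio.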
TGFb inhibitor: inhibitors of TGF-b signaling; Potency, µM (highest dose often 46.1 µM), without a hit: at the top dose activity, negative = inhibition, usual class: inhibitors; 1.2% of 410,000 active; AID 588855; HepG2 CAGA-GFP TGF-b/SMAD3 reporter, GFP fluorescence, 18 h; TGF-beta stimulated, 500 pg/mL final; note: potency is the fitted concentration of half-maximal effect; % is set by controls: 0 for no effect and ±100 for the full control effect; nearly all actives have a fitted effect of over 65% in size
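TGF-beta reporter screen: HEPG2 CAGA-GFP, 1% FBS, 500 pg/mL TGF-beta final, 18 h; per-cell GFP summed per well; curves fitted and categorized by class.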
Nrf2 block: blocks Nrf2 signaling. A549 ARE-Fluc reporter, luciferase luminescence, 18-24 h. Potency, µM (highest dose often 46 µM), inactives show at the top dose activity change, negative = inhibition, usual class: inhibitors. 2.1% of 360,000 active; note: potency is the fitted concentration of half-maximal effect; % is set by controls: 0 for no effect and ±100 for the full control effect; nearly all actives have a fitted effect of over 60% in size
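A549 ARE_Fluc cells (5000/well, 5% FBS OPTI-MEM) pre-incubated 2 h, then treated with compounds 18-24 h at 37C/5% CO2 in concentration-response. CellTiter-Fluor viability read first; BugLite luciferase luminescence after 15 min at room temperature gives Nrf2 activity.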
Nrf2 activator: Nrf2 pathway activation | AREc32 ARE-luciferase reporter (MCF7-derived line), luminescence, 24 h | Potency, µM (titrated, usually from 46.1 µM), for inactives: top-dose activation, usual class: activators | 0.31% of 410,000 active | AID 624171; note: potency is the fitted concentration of half-maximal effect; % of control where 0% means no effect; nearly all actives have a fitted effect of over 65% in size
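ARE activation measured as luciferase luminescence (Steady-Glo, 30 min RT) in AREc32_Fluc cells after 24 hr compound exposure at 37 deg C, 5% CO2; cells seeded overnight at 1000/well in OPTI-MEM, 5% FBS.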
CCT chaperon mod: modulators of cytosolic chaperonin (CCT/TRiC) activity. purified chaperonin ATPase assay, HTRF ADP detection, 30 min. activity change, % (concentration not given with the values), hits read low. 0.3% of 360,000 active. AID 651819; in the data active = activity change below about -30%; note: % is set by controls: 0 for no effect and ±100 for the full control effect
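Enzyme 40 or 20 nM (batch-dependent) in Tris pH 7.4/KCl/MgCl2/DTT; cpd 76 uM single point; ATP 10 uM; 30 min 37 °C; Transcreener ADP HTRF detection, 30 min RT; ratio 665/615.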
A549 tox: kills or reduces viability of A549 cells in Nrf2 counter-screen | A549 ARE-Fluc cells, CellTiter-Fluor viability, 18-24 h | Potency, µM (doses to about 46 µM), without a hit: at the top dose activity change, negative = cytotoxicity, usual class: inhibitors | AID 504648 | 0.16% of 390,000 active; note: potency is the fitted concentration of half-maximal effect; % is set by controls: 0 for no effect and ±100 for the full control effect
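Cytotoxicity counterscreen: CellTiter-Fluor fluorescence was measured in A549 ARE_Fluc cells after 18-24 h of compound exposure in a concentration series. The subsequent BugLite luminescent read reports ARE-luciferase activity.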
Mm-Cpn inhibitor: M. maripaludis TRiC chaperonin inhibition; purified Mm-Cpn ATPase, ADP Transcreener TR-FRET; 0.031% of 330,000 active; Potency, µM (highest dose often 76.9 µM), for inactives: at the highest dose activity, negative = inhibition, usual class: inhibitors; note: potency is the fitted concentration of half-maximal effect; % is set by controls: 0 for no effect and ±100 for the full control effect; nearly all actives have a fitted effect of over 80% in size
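Reaction buffer contained 30 mM Tris pH 7.4, 100 mM KCl, 5 mM MgCl2 and 1 mM DTT. Mm-CPN (25 nM final) hydrolysed 10 uM ATP over 30 min at 37°C; ADP was read by HTRF.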
The depositor's hits bear a star; i = inactive; ? = inconclusive; · = no result given; & = joins results of further samples. Unless noted, calls come from the whole dose curve; as a rule, active = well fitted curve in the direction sought with a large enough effect; inconclusive = small, poorly fitted or top-dose-only effect, or another doubt; inactive = no such curve, though single readings can be large; an effect the other way counts as inactive or inconclusive. Compounds as they come; overall some 4.4% were active at least once.

Order of values – S2 tox	HepG2 tox	Akt phos inh	TGFb inhibitor	Nrf2 block	Nrf2 activator	CCT chaperon mod	A549 tox	Mm-Cpn inhibitor
- O=C(Nc1ccc(N2CCN(C(=O)c3ccccc3F)CC2)cc1)c1ncn[nH]1
    i	2.9%	i	2.5%	-15.1%	-0.8%	1.8	-1.7%	0.8%
- N#Cc1c(NC(=S)NC(=O)c2ccccc2)sc2c1CCCCC2
    ·	-44.1%	·	-11.1%	?	·	·	18.5%	·
- Cc1ccccc1C(=O)OCCCN=C1NS(=O)(=O)c2ccccc21
    i	-1.2%	i	-2.9%	17.8%	-0.5%	-2.4	-3.0%	0.7%
- COc1ccc(S(=O)(=O)N2CCCC(C(=O)N3CCN(C)CC3)C2)cc1C (stereo unspecified)
    i	-6.5%	i	-30.8%	-14.6%	0.5%	-2.7	-0.7%	2.6%
- CC1=C(C(=O)Nc2ccccc2)C(c2ccncc2)C(C#N)=C(SCC(=O)Nc2ccccc2)N1 (stereo unspecified)
    ?	-5.2%	i	0.0%	?	0.5%	-0.4	-25.1%	-0.4%
- Cc1sc(Nc2ccc([N+](=O)[O-])cc2)nc1-c1c(C)n(C)n(-c2ccccc2)c1=O
    ?	-22.2%	i	-13.4%	-13.3%	0.3%	0.7	-5.2%	-1.5%
- O=C(CCCn1c(=S)[nH]c2ccsc2c1=O)Nc1ccc2c(c1)OCO2
    i	-15.3%	i	-10.1%	?	0.1%	1.7	0.5%	-3.9%
- COc1ccc(OC)c(C(C)NC=O)c1 (stereo unspecified)
    i	8.9%	i	-4.2%	-5.4%	0.3%	-2.2	-0.8%	-1.5%
- O=C(Cc1ccc(Cl)cc1Cl)Nc1cccc(S(=O)(=O)Nc2ccccc2F)c1
    i	-15.5%	i	-24.2%	?	0.2%	1.0	1.4%	1.7%
- Cc1cccc(NC(NC(=O)c2ccccc2[N+](=O)[O-])C(Cl)(Cl)Cl)c1 (stereo unspecified)
    ?	-1.2%	i	11.2%	-5.1%	-0.4%	-1.0	-0.5%	0.6%
- Cc1cccc(N(C)C(=O)c2cnn(-c3ccccc3)c2C)c1
    i	-51.6%	i	19.0%	0.5%	0.1%	-2.0	1.2%	-1.5%
- CC(=O)Nc1cccc(/C(C)=N/NC(=O)c2c(-c3ccccc3Cl)noc2C)c1
    i	-11.8%	i	-25.2%	9.2µM*	-0.1%	-1.4	-10.2%	-0.4%
- O=C(Nc1ccccc1O)c1cc2cc(Br)ccc2oc1=O
    i	1.0%	i	-9.0%	-2.0%	6.1%	-0.6	-3.7%	-11.8%
- Cc1cnn(C(=O)c2ccccc2Br)c1
    i	-9.7%	·	29.7%	·	-0.5%	0.2	9.0%	1.2%
- CC(=O)c1ccc(CC2SC(N)=NC2=O)cc1 (stereo unspecified)
    i	22.1%	i	10.2%	2.0%	0.1%	-1.0	5.1%	-3.9%
- O=C(NS(=O)(=O)Nc1ccccn1)c1c[nH]c2ccccc12
    i	-1.3%	·	-7.4%	?	-0.7%	-1.3	9.8%	-0.9%
- Cn1cc(-c2ccccc2C(=O)O)c(=O)c2cc(Cl)ccc21
    i	0.0%	i	9.8%	3.8%	0.1%	1.0	0.9%	-1.6%
- COc1ccc(CNC(=O)Cn2ncc3c(=O)oc4ccccc4c32)c(OC)c1
    i	-3.0%	·	-9.7%	16.8%	-0.9%	·	7.4%	·
- CC(=O)C[C@@H](O)CC(=O)[C@H]1OC(=O)CCCCCCCCc2ccccc21
    i	-12.8%	i	-14.4%	-5.4%	4.8%	-2.6	0.2%	-0.4%
- Cc1c(C(=O)O)oc2c1/C(=N\O)CCC2
    i	2.5%	i	-4.0%	?	-0.2%	-0.9	1.0%	0.1%
- NS(=O)(=O)c1ccc(CCNC(=O)c2cccc(S(=O)(=O)N3CCCC3)c2)cc1
    i	0.3%	i	-14.9%	-8.9%	-1.6%	0.5	7.9%	0.2%
- COc1cccc(NC(=O)COC(=O)CCSc2ccccc2)c1
    i	-4.3%	i	9.2%	20.8%	-0.1%	2.2	-1.6%	-3.0%
- Cc1ccc(CN2CCN(Cc3cnc(N4CCOCC4)s3)CC2CCO)cc1 (stereo unspecified)
    i	-9.7%	i	-3.6%	4.3%	0.4%	-1.5	10.7%	-1.1%
- CCOC(=O)CC1COCCN1C(=O)c1cc(COc2ccc(F)c(F)c2)on1 (stereo unspecified)
    i	-0.1%	i	-9.8%	?	1.7%	-0.8	-2.2%	0.3%
- Cc1cccc2sc(NNC(=O)c3ccc(S(=O)(=O)N4CCCC(C)C4)cc3)nc12 (stereo unspecified)
    i	-61.2%	i	12.6µM*	?	-0.1%	-4.1	-20.9%	0.8%
- Cc1ccccc1NC(=O)Cc1nnc(SCC(=O)NC2=NCCS2)n1C
    i	-2.6%	i	1.0%	-15.9%	-0.3%	0.6	-7.5%	2.1%
- COc1ccc(C2N=C(c3ccccc3)NO2)cc1OC (stereo unspecified)
    i	-17.3%	i	-9.9%	?	15.5%	-4.9	4.9%	-0.1%
- COc1ccc(CCNC(=O)c2c(O)c3ccccc3n(C)c2=O)cc1
    i	-7.2%	i	-3.3%	1.7%	0.0%	-3.6	0.7%	-0.8%
- O=C(CCN1CCCCC1c1cccnc1)NCc1ccccc1 (stereo unspecified)
    i	-2.0%	i	-24.9%	·	-0.6%	2.6	15.9%	-1.2%
- C#CCNC(=O)C1=C[C@H](c2csc3ccccc23)[C@@H](CCCO)[C@H](OCC)O1
    i	-10.9%	i	?	-9.4%	-0.3%	-3.5	0.6%	·

Just HepG2 tox (2 entries from above):
SMILES	HepG2 tox
CC(=O)Nc1cccc(/C(C)=N/NC(=O)c2c(-c3ccccc3Cl)noc2C)c1	-11.8%
O=C(Nc1ccccc1O)c1cc2cc(Br)ccc2oc1=O	1.0%

Remaining list, next part.
Order of values – S2 tox	HepG2 tox	Akt phos inh	TGFb inhibitor	Nrf2 block	Nrf2 activator	CCT chaperon mod	A549 tox	Mm-Cpn inhibitor
- CCN(CC)C(=O)COc1ccc(/C(C)=N/NC(=O)c2ccccc2Br)cc1
    ?	0.9%	i	-9.1%	12.4%	0.1%	-1.0	4.7%	0.5%
- COc1ccc(C(=O)N2CCC(C(=O)Nc3ccc(OC)cc3OC)CC2)cc1
    i	-26.0%	·	-4.2%	-5.0%	-0.3%	·	0.4%	·
- Cc1n[nH]c(C)c1C(=O)CC1(O)C(=O)N(CCc2ccccc2)c2ccc(Br)cc21 (stereo unspecified)
    i	-20.5%	i	-22.6%	·	-0.3%	0.4	-2.4%	2.0%
- COCC(=O)N(c1ccccc1)C(C)C(=O)OC (stereo unspecified)
    i	-0.8%	i	0.0%	6.4%	-0.7%	1.1	-1.9%	1.3%
- Cc1nnc(NC(=O)CSc2nnc3c(n2)[nH]c2ccc(Br)cc23)s1
    i	0.3%	i	15.3%	1.0%	2.2%	0.7	1.6%	-0.2%
- O=S(=O)(NCc1ccco1)c1ccccc1Br
    i	-21.2%&2.7%	i	3.2%&0.2%	-6.3%&3.4%	-0.5%	-1.5	-0.7%&-1.0%	1.5%
- CCn1cc(C(=O)NCc2ccco2)c(=O)c2cc(S(=O)(=O)N3CCc4ccccc4C3)ccc21
    i	-62.3%	i	?	?	4.5%	-5.9	-13.4%	-11.9%
- Cc1ccc(-n2ncc3c(NCCCOC(C)C)ncnc32)c(C)c1
    i	-25.0%	i	2.4%	-14.9%	-0.5%	-3.6	-2.7%	-3.3%
- CCOc1ccc(NC(=O)CN(C)C(=O)C2CCCO2)cc1OCC (stereo unspecified)
    i	1.2%	i	-40.7%	17.1%	-0.7%	-0.8	-4.0%	-1.1%
- CC(=O)Nc1ccc2nc(C3CCCCC3)[nH]c2c1
    i	-11.0%	i	15.7%	?	0.4%	-2.5	?	-2.8%
- COc1ccc(-c2n[nH]c(=S)n2/N=C/C=C\c2ccccc2OC)cc1
    i	18.5%	i	0.0%	-16.6%	-0.1%	-1.9	-4.0%	2.2%
- O=C(CCSc1ccc(Cl)cc1)NN=C1CCCCCC1
    i	-0.9%	i	-1.4%	-1.4%	1.7%	-2.1	6.7%	-0.3%
- C(=N\N=C\c1ccncc1)/c1ccncc1
    i	2.4%	i	-4.6%	13.0%	-0.8%	1.7	-1.4%	1.0%
- COc1cccc(/C=N/Nc2ccc(Cl)nn2)c1
    i	10.7%	i	5.2%	3.9%	8.1%	0.7	-7.6%	2.7%
- CCCNC(=O)c1cc(S(=O)(=O)N2CCCCC2)c[nH]1
    i	-14.7%	i	-21.9%	-15.4%	0.0%	-0.2	-0.4%	2.7%
- COc1ccc(C(=O)NNC(=O)CNC(=O)C2CCCCC2)cc1
    i	-14.0%	i	5.7%	-2.6%	0.2%	-2.7	7.3%	0.9%
- NC(CO)c1cn([C@@H](CCC(=O)O)C(=O)N2CCNCC2)nn1 (stereo partly specified)
    i	7.6%	i	?	4.2%	-0.5%	-1.4	-1.8%	·
- CCCCn1c(N)c(N(CCOC)C(=O)CSc2nnc(C)n2-c2ccc(OC)cc2)c(=O)[nH]c1=O
    i	2.4%	i	0.0%	10.1%	0.0%	1.5	-2.0%	0.8%
- COCCCN(CC(=O)Nc1ccc(F)cc1)S(=O)(=O)c1cccs1
    i	-59.6%	i	-7.9%	-1.1%	-0.8%	0.3	13.1%	0.0%
- CC(=O)c1ccc(NC(=O)Cn2c3ccccc3c3nc(=O)cc(C)n32)cc1
    i	-17.7%	i	?	-20.1%	0.3%	-21.5	7.7%	1.0%
- COc1ccc(-n2c(C)nc3cc(C(=O)O)ccc32)cc1
    i	-11.4%	i	-0.5%	9.3%	-0.8%	1.5	3.8%	2.4%
